# Screening results deposited in PubChem BioAssay by National Center for Advancing Translational Sciences (NCATS).
# MLL CXXC-DNA inh – blocks binding of human MLL CXXC domain to DNA. MLL-CXXC / FITC-HOXA9 DNA fluorescence polarization. hit rate 0.037% among 290,000. Q03164. AID 2662. Potency, µM (titrated, usually from 115 µM), for inactives: at the top dose activity change, negative = inhibition, actives largely listed as inhibitors; active = well fitted inhibition curve with a large enough effect in the polarisation, with a control signal flat, not every such curve was filed as active; inconclusive = small, poorly fitted or top-dose-only effect, or effect the other way, or a change in a side signal; inactive = no such curve, though single readings can be large or run the other way; the % refers to the polarisation; note: potency is the fitted concentration of half-maximal effect
#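 Steps: dispense CXXC domain solution (7 uM) → pin compounds or unlabeled HOX-A9 DNA control → 5 min ambient → add FLSN-HOX-A9 solution (50 nM) → spin → 30 min ambient → fluorescence polarization. Tris pH 7.5/NaCl/DTT/BSA buffer.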
# MBNL1-CUG inh – inhibitors of human MBNL1 binding to CUG repeat RNA; Q9NR56; TR-FRET MBNL1-His/biotin-(CUG)12 binding, 665/545 ratio; AID 2675; hit rate 0.036% among 280,000; Potency, µM (series often up to 57.5 µM), for inactives: at the highest dose activity change, negative = inhibition, hits mostly inhibitors; active = well fitted inhibition curve with a large enough effect in the signal ratio, with a control signal flat, not every such curve was filed as active; inconclusive = small, poorly fitted or top-dose-only effect, or effect the other way, or a change in a side signal; inactive = no such curve, though single readings can be large or run the other way; the % refers to the signal ratio; note: potency is the fitted concentration of half-maximal effect; % is set by controls: 0 for no effect and ±100 for the full control effect
# Target sequence (Q9NR56 whole entry, looked up): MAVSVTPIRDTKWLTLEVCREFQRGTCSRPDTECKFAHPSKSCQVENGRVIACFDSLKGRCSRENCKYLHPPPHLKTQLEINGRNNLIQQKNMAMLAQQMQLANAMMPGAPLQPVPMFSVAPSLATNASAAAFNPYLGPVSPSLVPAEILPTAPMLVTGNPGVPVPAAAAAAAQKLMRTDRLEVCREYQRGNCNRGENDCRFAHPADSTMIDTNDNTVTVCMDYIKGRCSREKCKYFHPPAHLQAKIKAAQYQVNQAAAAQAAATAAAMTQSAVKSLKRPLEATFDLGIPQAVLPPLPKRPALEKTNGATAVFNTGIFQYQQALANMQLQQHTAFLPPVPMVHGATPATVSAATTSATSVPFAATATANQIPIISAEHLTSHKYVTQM
#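 Compounds (final 92 nM to 58 uM) are added to His-tagged MBNL1 and biotin-(CUG)12, then terbium anti-His antibody and streptavidin-XL665 (5 nM final). After 60 min at room temperature, the 665/545 nm ratio is read.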
# FBPA coupling cs – coupling enzyme interference in Giardia aldolase counter-screen; activity change, negative = inhibition, % at 58.2 µM, hits read low; hit rate 0.67% among 290,000; coupling enzyme system counterscreen, AmpLite Red fluorescence; in the data active = activity change below about -30%; note: % is set by controls: 0 for no effect and ±100 for the full control effect
#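 Final compound at 57.5 uM, incubated 10 min at RT with coupling enzyme reagent (glyceraldehyde-3-phosphate), then 20 min with substrate and AmpLite Red detection. Fluorescence read at 525/598 nm; tests interference with the coupling assay, not aldolase inhibition.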
# hERG WT inh – KCNH2 (human, wildtype) channel inhibition; U2OS, BacMam KCNH2, thallium flux FluxOr; active compounds read low; hit rate 0.37% among 340,000; activity change, % at 1.84 µM; Q12809;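 active = maximum activity change below -70%; inconclusive = maximum activity change between -70% and -50%; inactive = maximum activity change above -50%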; note: % is set by controls: 0 for no effect and ±100 for the full control effect
#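 U2OS cells transduced with wild-type KCNH2 virus are loaded with FluxOr dye for 45 min, and thallium flux is measured in kinetic reads before and after stimulation buffer. Rate constants are normalized to DMSO controls.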
# ASM inhibitor – human S-ASM enzyme inhibition; P17405; placental ASM, HMU-PC fluorogenic substrate, 60 min; Potency, µM (top dose mostly 57.5 µM), for inactives: at the top dose activity change, negative = inhibition, hits mostly inhibitors; hit rate 0.006% among 340,000; AID 504937; note: potency is the fitted concentration of half-maximal effect
#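 qHTS format. ASM enzyme prepared from human placenta hydrolyses the fluorogenic substrate HMU-PC0 (9 uM final) over 60 min at 37 °C after a 10 min compound preincubation.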
# A-T KAP1 phos – potential ataxia-telangiectasia treatment. Potency, µM (series often up to 57.5 µM), for the others: at the highest dose activation, hits mostly activators. […] A-T fibroblasts, KAP-1 phosphorylation AlphaLISA; neocarzinostatin DNA damage 30 min before lysis. AID 485349. hit rate 0.19% among 320,000; note: potency is the fitted concentration of half-maximal effect; % of control where 0% means no effect; nearly all actives have a fitted effect of over 45% in size
#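 ATM-like activity read as KAP-1 phosphorylation via AlphaLISA donor/acceptor antibody pairs after lysis and 6 hr at 25C. Cells were ATM-null patient fibroblasts ([…], hTERT), dosed 60 min, then exposed to the DSB inducer NCS for 30 min.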
# TRPV1 agonist – activates the human vanilloid receptor TRPV1; TRPV1-expressing cells, Fluo-8 calcium influx, agonist mode; hit rate 0.19% among 320,000; activation, % at 8.33 µM; AID 540275; Q8NER1; in the data active = activation above about 80%; inconclusive = between about 30% and that limit; note: 0% is about no effect
#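 Cells expressing TRPV1 were dye-loaded with Fluo-8 and read kinetically: 10 s baseline, 3 min after compound (agonist portion), then 2 min after EC20 capsaicin (allosteric enhancer portion). Calcium-bound dye fluorescence at 480/520 nm.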
# GALK inhibitor – blocks human galactokinase activity. P51570. Potency, µM (top dose mostly 57.5 µM), for the others: top-dose activity change, negative = inhibition, usual class: inhibitors. hit rate 0.007% among 270,000. Purified GALK, Kinase-Glo residual ATP luminescence. AID 1868; note: potency is the fitted concentration of half-maximal effect; % is set by controls: 0 for no effect and ±100 for the full control effect
# Target sequence (P51570 whole entry, looked up): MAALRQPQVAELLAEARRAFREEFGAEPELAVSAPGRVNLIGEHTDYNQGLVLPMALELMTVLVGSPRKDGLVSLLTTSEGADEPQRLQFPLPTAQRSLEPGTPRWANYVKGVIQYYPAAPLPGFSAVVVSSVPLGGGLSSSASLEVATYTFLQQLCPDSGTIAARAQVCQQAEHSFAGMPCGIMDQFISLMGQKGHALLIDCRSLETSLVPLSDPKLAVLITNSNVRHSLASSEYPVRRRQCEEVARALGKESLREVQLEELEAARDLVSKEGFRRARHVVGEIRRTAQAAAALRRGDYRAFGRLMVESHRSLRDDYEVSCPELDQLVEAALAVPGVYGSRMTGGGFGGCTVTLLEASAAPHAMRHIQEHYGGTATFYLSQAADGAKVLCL
#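 GALK at 5 nM final was combined with compound, 35 uM ATP and 100 uM galactose in HEPES pH8.0 with MgCl2 and DTT. The reaction ran one hour at room temperature before luminescent ATP detection.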
# KCNH2 3.1 inh – inhibitors of human KCNH2 3.1 potassium channel isoform; U2OS KCNH2 3.1, thallium flux FluxOr; active compounds read low; activity change, % (tested at about 1.8 µM); hit rate 0.95% among 340,000; AID 720553;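 active = maximum activity change below -70%; inconclusive = maximum activity change from -70% to -50%; inactive = maximum activity change above -50%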;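 note: thallium influx rate constant from kinetic fluorescence after stimulation buffer; % is set by controls: 0 for no effect and ±100 for the full control effect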
#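 Steps: virus added to U2OS suspension (4 h, RT, dark); medium with 10% FBS added, cells plated, 37 C overnight; FluxOr/Red40 loading buffer 45 min RT; stimulation buffer, 2 min kinetic read; rate constant normalized.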
# a7 integrin act – activators of alpha7 integrin expression for muscular dystrophy; hit rate 0.064% among 350,000; Potency, µM (highest dose often 38.3 µM), inactives show at the top dose activation, hits mostly activators; alpha7betagal myoblasts, beta-gal FDG fluorescence, 48 h;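 note: potency is the fitted concentration of half-maximal effect; 100% = response of the positive control SU9516; nearly all actives have a fitted effect of over 60% in size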
#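 Alpha7betagal+/- myoblasts (passage 13) were plated 16-24 hr, then exposed to compounds (1:260 dilution of DMSO stock) for 48 hours at 37C. After MPER lysis, β-galactosidase reporter activity was read as FDG fluorescence (ex 480/em 540) after 30 minutes.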
# Active calls of the source: *; i = inactive; ? = inconclusive; / = not tested or not shown; & = joins results of further samples; [ ] = remark or other dose. Unless noted, calls come from the whole dose curve; as a rule, active = well fitted curve in the direction sought with a large enough effect; inconclusive = small, poorly fitted or top-dose-only effect, or another doubt; inactive = no such curve, though single readings can be large; an effect the other way counts as inactive or inconclusive. Compounds were not picked by outcome; overall some 2% were active at least once.
SMILES,MLL CXXC-DNA inh,MBNL1-CUG inh,FBPA coupling cs,hERG WT inh,ASM inhibitor,A-T KAP1 phos,TRPV1 agonist,GALK inhibitor,KCNH2 3.1 inh,a7 integrin act
O=c1[nH]cnc2c1nc(NCc1ccccc1)n2C1O[C@@H](CO)[C@H](O)[C@@H]1O (stereo not given in full),4%,0%,1,12,6%,14%,1,/,10,-8%
Cc1cc(C)cc(NC(=O)c2ccc(NC(=O)c3ccco3)cc2)c1,3%,0%,1,6,-12%,-1%,24,-1%,-3,?
CC(C)CNS(=O)(=O)c1ccc(C(=O)Nc2ccc3c(c2)OCO3)cc1,7%,-8%,0,-12,8%,-1%,?,-2%,-15,18%
CC(C)(C)NC[C@H](O)COc1nsnc1N1CCOCC1,-1%,10%,-2&3&2,1&0&-8,0%&-3%&4%,-8%&5%,1&-2,-1%,1&3&-3,/
Cc1ccc([N+](=O)[O-])cc1-c1[nH]c(-c2ccc(O)c(O)c2)nc1-c1ccccc1,20%,2%,-7,3,-23%,-5%,?,-3%,21,-15%
O=C(CNC(=O)c1ccc(F)cc1)NCc1ccc(Cl)cc1,-14%,1%,-3,-1,2%,8%,-6,/,-1,14%
CCC(CC)CN1CCC(CN2CCNC(=O)C2=O)CC1,/,/,/,1,0%,/,/,/,-26,0%
O=C1NCC(O)=C1C=NCCO,-2%,5%,-5,11,10%,-8%,4,1%,12,38%
CC1CCC(NC(=O)CN(C)S(=O)(=O)c2cnc[nH]2)CC1 (stereo not given),15%,-4%,3,-4,2%,-1%,3,4%,0,-16%
COc1ccc(CCNc2oc(-c3ccc(C)cc3)nc2C#N)cc1OC,1%,?,-7,-3,13%,22%,-1,-1%,-1,-13%
COc1ccc(S(=O)(=O)c2cnc3ccc(OC)cc3c2N2CCC3(CC2)OCCO3)cc1,0%,0%,0,12,-4%,-1%,29,/,5,25%
COc1ccc(N(Cc2ccccc2)S(=O)(=O)c2cccc(C(=O)Nc3ncccc3C)c2)cc1,/,/,/,24,-5%,3%,1,/,-3,-26%
CC1CC(C)CN(S(=O)(=O)c2ccc(NC(=O)C3COc4ccccc4O3)cc2)C1 (stereo not given),-7%,-4%,-1,3,-5%,-4%,24,1%,-9,-19%
COCCCNC(=S)N1CCCN(c2nc3cc(C)ccc3cc2C#N)CC1,-16%,?,-3,/,166%[activator],1%,23,8%,3,0%
O=C(COC(=O)C12CC3CC(CC(O)(C3)C1)C2)N1CCN(S(=O)(=O)c2ccc(Cl)cc2)CC1,7%,1%,0,-9,2%,-2%,1,-2%,7,-9%
Cc1cccc2sc(NC(=O)c3ccc(NS(=O)(=O)c4cccs4)cc3)nc12,-1%,-10%,4,-19,1%,4%,?,-10%,-24,-1%
CCS(=O)(=O)c1ccc(O)c(NC(=O)COc2ccc(Br)cc2)c1,-8%,-7%,9,-26,-7%,-2%,0,7%,-4,13%
CC(NC(=O)c1ccccc1)c1nnc(SCc2nc3ccccc3c(=O)[nH]2)n1C (stereo not given),3%,-2%,0,25,5%,2%,-1,7%,14,24%
O=C(NCc1ccccc1C(F)(F)F)C1CC(c2ccccc2[N+](=O)[O-])=NO1 (stereo not given),0%,10%,4,-26,-1%,3%,0,1%,-2,-5%
COC(=O)c1c(NC(=O)CC2SC(N)=NC2=O)sc2c1CCCC2 (stereo not given),1%,7%,0,-13,-7%,-10%,2,0%,0,-17%
CC(/C=N/NC(=O)c1cc(-c2ccc(C)s2)[nH]n1)=C\c1ccccc1,7%,4%,1,i,-1%,-1%,-2,0%,-20,-35%
COc1cc(/C=C2\C(=O)NN(c3ccccc3)C2=O)cc([N+](=O)[O-])c1O,25µM*,?,-2,-7,-7%,-2%,0,-3%,4,7%
COCCn1c(SCC(=O)OCc2ccccc2)nc2c1c(=O)[nH]c(=O)n2C,-5%,-7%,2,9,-11%,1%,0,0%,-4,32%
Cn1c(=O)c2c(nc(NCCCO)n2CCc2ccccc2)n(C)c1=O,-10%,0%,-2,21,0%,2%,3,-4%,-3,9%
O=C(CN1C(=O)C2(OCCO2)c2ccccc21)c1ccc(F)cc1,-7%,4%,-1,2,5%,-7%,2,0%,3,17%
CCC(=O)c1ccc(N2CCN(C(=O)c3ccccc3F)CC2)c(F)c1,14%,8%,3,13,-2%,-1%,-8,2%,2,-24%
Cc1nn(Cc2ccc(Cl)cc2Cl)c(C)c1NC(=O)c1nc2n(n1)C(C(F)F)CC(C)N2 (stereo not given),-4%,-1%,7,-14,2%,-1%,0,-1%,-12,-17%
Cn1c(SCC(=O)Nc2ccc3c(c2)OCCO3)nnc1C(F)(F)F,/,/,/,2,3%,-7%,0,/,-1,12%
CCC(C(=O)Nc1ccc(C)cc1)c1ccccc1 (stereo not given),-2%,-8%,0,-3,-1%,5%,?,8%,10,1%
CC(Oc1ccccc1Cl)C(=O)N1CCOCC1 (stereo not given),0%,-11%,4,4,4%,3%,-3,1%,12,-10%
CCCC(c1nnnn1CC1CCCO1)N1CCN(c2ccccc2)CC1 (stereo not given),-15%,2%,0,i,-1%,-2%,-2,-1%,-2,-36%
OCCN(CCO)c1ncnc2c1oc1ccc(Br)cc12,20%,-4%,0,3,7%,5%,1,-2%,1,6%
CCN(CC)CC(=O)Nc1cccc2c1C(=O)c1ccccc1C2=O,-5%,?,-1,-1,-9%,-2%,4,-1%,-22,22%
CC(=O)Nc1cc(C)c(S(C)(=O)=O)c(C)c1,3%,-8%,0,0,2%,13%,1,2%,-4,4%
O=C(N/N=C/c1ccccn1)c1ccc(NC(=O)c2ccccc2Cl)cc1,-7%,12%,-1,8,0%,-1%,?,5%,4,-15%
Cc1ccc(N(Cc2ccc(C(=O)NC3CCCCC3)cc2)S(C)(=O)=O)cc1C,4%,-1%,-1,19,5%,2%,5,-1%,15,-5%
Clc1nnc(Cl)c2c1ncn2Cc1ccccc1,1%,5%,1,-4,4%,-17%,-1,/,13,0%
O=C(N/C(=C/c1ccccc1Cl)C(=O)N1CCOCC1)c1ccccc1,/,/,/,-3,1%,2%,/,/,14,18%
Cc1ccc(NC(=S)Nc2cc(C(=O)O)ccc2N2CC3CC(C2)c2cccc(=O)n2C3)cc1C (stereo not given),15%,0%,1,4,4%,-6%,6,1%,3,?
CCN(C1CCCCC1)S(=O)(=O)c1cc(C)ccc1OC,3%,4%,1,3,-1%,6%,9,1%,-2,-37%
CC(C)NC(=O)CSc1nc(N)c(NC(=O)c2ccco2)c(=O)[nH]1,14%,-6%,1,9,0%,-1%,1,-2%,7,4%
COc1ccccc1CNC(=O)CC(NS(=O)(=O)c1ccc(C)cc1)c1ccco1 (stereo not given),-8%,7%,1,4,-1%,1%,2,1%,3,7%
COc1ccc(CN(Cc2ccccn2)S(=O)(=O)c2ccc(-n3cnnn3)cc2)cc1,-1%,-4%,-2,33,-3%,9%,?,9%,-24,6%
CCOC(=O)N1CCN(S(=O)(=O)N2CCCC(C(=O)NCCc3ccc(OCC)c(OCC)c3)C2)CC1 (stereo not given),6%,-8%,1,-1,3%,2%,-1,0%,6,23%
COc1ccccc1-c1noc(-c2ccccc2C(=O)Nc2cccnc2)n1,11%,-2%,0,7,-2%,0%,?,-4%,-23,-4%
CCCNC(=O)NC(=O)CSc1nnc(-c2ccncc2)n1CC,-1%,5%,1,-27,27%,0%,0,10%,9,-17%
O=C(Nc1ccc2c(c1)OCCO2)C1CCCC1,/,/,/,3,5%,2%,1,/,-25,-30%
CCN1C(=O)[C@@H]2[C@H](C1=O)[C@@H]1C(=O)Nc3ccccc3C(=O)N1[C@@H]2c1cccc(OC)c1,/,/,/,-23,6%,0%,-3,/,-2,0%
COc1ccc(CCC(=O)Nc2cnc3ccccc3c2)cc1,17%,16%,-1,4,-1%,-1%,-2,-6%,13,13%
COC(=O)NNC(=S)NCc1ccccc1,-1%,-1%,5,-4,8%,3%,-3,1%,2,11%
C/C(=N\NC(=O)c1cccnc1)c1ccccc1,0%,4%,0,-5,-3%,5%,-4,-2%,-1,5%
OCCN1CCN(c2ncnc3c2c(-c2ccccc2)cn3-c2ccc(Br)cc2)CC1,-2%,6%,1,11,-14%,-8%,6,0%,-1,-49%[inhibitor]
COc1ccccc1CCNS(=O)(=O)c1c(C)n(C)c(=O)n(C)c1=O,-8%,-3%,0,-5,5%,-9%,4,0%,-10,5%

# Results in KCNH2 3.1 inh (two entries from above):
SMILES	KCNH2 3.1 inh
C/C(=N\NC(=O)c1cccnc1)c1ccccc1	-1
OCCN1CCN(c2ncnc3c2c(-c2ccccc2)cn3-c2ccc(Br)cc2)CC1	-1
